Screening data from PubChem BioAssay.
KOR beta-arrestin-1 = kappa opioid receptor activators – cell-based, luminescence, uHTS, primary screen (AID 1777). KOR beta-arrestin recruitment, luminescence; higher % means a stronger effect. activation, % at 10 µM; hits with a dose series show EC50 in µM. 0.02% of 280,000 active; in the data active means activation above about 50%, passing the limit was not always enough; further: a part of the inactive calls stands beside numbers as strong as those of hits
CSM14.1 death rescue = rescue of cells from ER stress-induced death, primary screen, 384-well, CSM14.1, thapsigargin, ATP luminescence (AID 1222); cellular ATP content (survival), % at 20 µM, or EC50 in µM where a hit was titrated; 190,000 tested, under 10 active; CSM14.1 thapsigargin-induced death rescue, ATP luminescence; higher % means a stronger effect;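 active means EC50 below 50 µM in the dose-response confirmation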;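 further: death triggered by thapsigargin at about 15 µM added after 2 h compound pretreatment; cell ATP read after overnight thapsigargin exposure of roughly 18 to 22 hours; normalized against plate controls of thapsigargin alone and 5% DMSO vehicle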
NOD2 inhibition = NOD2 signaling inhibitors, cell-based, luminescence, uHTS, HEK293 (AID 1566) | HEK293 NOD2/NF-kB luciferase reporter, luminescence; higher % means a stronger effect | one-dose inhibition, % at 4 µM; EC50 in µM for titrated hits | 0.63% of 290,000 active; further: many of its hits are not listed in these tables
KOR beta-arrestin-2 = KOR antagonists, beta-arrestin recruitment, cell-based, luminescence, uHTS (AID 1778) | 0.091% of 290,000 active | KOR beta-arrestin recruitment, luminescence, antagonist mode; higher % means a stronger effect | inhibition, % at 10 µM, or IC50 in µM where a hit was titrated; further: strong numbers were not always called active
GPR55 activation = selective activators of receptor GPR55 – imaging, U2OS cells, beta-arrestin-GFP redistribution, primary screen (AID 1961); 0.048% of 290,000 active; one-dose activation, % at 10 µM; EC50 in µM for titrated hits; U2OS GPR55 beta-arrestin-GFP redistribution imaging; higher % means a stronger effect;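 active means activation above 40% with more than 50 cells counted in the well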;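 further: U2OS osteosarcoma cells stably expressing GPR55 and beta-arrestin-GFP; plate controls were DMSO negative control for no effect and LPI positive control for full effect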
TNAP activators = human TNAP enzyme activators, primary screen, biochemical, luminescent, no phosphate acceptor, uHTS (AID 1001); purified TNAP, luminescent activation assay, no phosphate acceptor; higher activation fold means a stronger effect; activation fold at 20 µM; hits with a dose series show EC50 in µM; 0.03% of 200,000 active; in the data active means activation fold from about 3, or a potency from the dose series; inactive means the rest, 99 in 100 with activation fold below about 1.6; further: many of its hits are not listed in these tables
NTR1 ag = agonists of NTR1, primary screen, imaging, U2OS cells, beta-arrestin-GFP, high content (AID 493036); P30989; NTR1-U2OS beta-arrestin-GFP spot imaging, agonist mode; activation, % at 20 µM; 0.17% of 330,000 active;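 active means activation at or above 40% of the spot to cytoplasm intensity ratio, with at least 20 cells analyzed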;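 further: 0% = DMSO without peptide and 100% = 100 nM NTR1 peptide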
Target sequence (P30989 whole entry, looked up): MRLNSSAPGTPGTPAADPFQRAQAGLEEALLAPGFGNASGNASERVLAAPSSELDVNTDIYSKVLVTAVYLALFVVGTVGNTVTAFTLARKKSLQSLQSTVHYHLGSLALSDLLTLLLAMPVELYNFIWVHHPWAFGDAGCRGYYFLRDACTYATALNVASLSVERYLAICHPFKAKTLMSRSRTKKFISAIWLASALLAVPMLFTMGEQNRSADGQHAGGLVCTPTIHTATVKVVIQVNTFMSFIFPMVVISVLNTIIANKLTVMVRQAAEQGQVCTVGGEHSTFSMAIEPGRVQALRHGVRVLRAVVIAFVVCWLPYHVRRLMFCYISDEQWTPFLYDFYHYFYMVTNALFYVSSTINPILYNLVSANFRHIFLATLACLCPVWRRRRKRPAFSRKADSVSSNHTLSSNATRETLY
NOD1 NF-kB reporter = NOD1 signaling inhibitors, primary screen, cell-based, luminescence, uHTS (AID 1578); inhibition, % at 4 µM; hits with a dose series show EC50 in µM; NOD1-driven NF-kB luciferase reporter cells, luminescence; higher % means a stronger effect; 1% of 290,000 active; in the data active means inhibition mostly above about 36%, no sharp cut-off; inactive means mostly below about 34%;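 further: HEK-293T reporter cells stimulated with the NOD1 agonist gamma-tri-DAP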
Yfh1-off respiration = mitochondrial function rescue without frataxin homolog – Friedreich's ataxia, plus single-dose screen, dose response (AID 1465); 0.074% of 220,000 active; S. cerevisiae Yfh1-off respiration, WST-1 reduction, 72 h; higher fold induction means a stronger effect; fold induction at 50 µM, or EC50 in µM where a hit was titrated;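 active means fold induction of absorbance versus untreated yeast above a set limit, then at least 30% activation at any dose in follow-up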;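 further: activators that raise dye reduction in frataxin-depleted yeast; strong numbers were not always called active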
NTR1 ag cell count 20 µM = further read-out of NTR1 ag, marked with its call; cell count; measured here: cell count, cytotoxicity flag
* marks the source's active call; other numbers are inactive results; i = inactive; x = no result given; [ ] = another dose, or the depositor's remark. Unless noted, no stated cut-off is given here; in the data, active means inhibition above about 50%; inactive means the rest. A portion of the library. The share of hits here may be higher or lower than overall.

SMILES | KOR beta-arrestin-1 | CSM14.1 death rescue | NOD2 inhibition | KOR beta-arrestin-2 | GPR55 activation | TNAP activators | NTR1 ag | NTR1 ag cell count 20 µM | NOD1 NF-kB reporter | Yfh1-off respiration
CC1(C)Oc2ccc3ccc(=O)oc3c2/C(=C/Nc2ccc(O)cc2)C1=O | x | -1.1% | 25% | -52%[20 µM] | -0.1% | 1 | 25 | 33 | -58% | i
CC(=O)Nc1nc(SCC(=O)Nc2nnc(C)s2)[nH]c(=O)c1NC(=O)c1cccs1 | -6.0% | -1.6% | 15% | -2% | 0.7% | 1 | -0.8 | 86 | -3% | i
CCNC(=S)N/N=C(\C)c1cccc([N+](=O)[O-])c1 | 0.4% | -1.8% | 5% | x | 0.6% | 1 | -1.7 | 80 | -20% | i
CN1CCC(N(C)C(=O)COc2ccc(S(=O)(=O)N3CCOCC3)cc2)CC1 | -2.4% | 1.5% | 3% | -28% | 0.1% | 1.1 | 1.9 | 65 | -26% | i
CC(=O)OCCN(C)c1cc(SC(C)C)c2nonc2c1[N+](=O)[O-] | -2.8% | -1.1% | -6% | 21% | 1.2% | 1 | 0.8 | 56 | -2% | i
CCOC(=O)Cc1c(C)[nH]c(=S)[nH]c1=O | 1.1% | -0.2% | 2% | -29% | -0.1% | 1.1 | 0.6 | 60 | -21% | i
O=C(O)CCCC(=O)N1CCc2cc(S(=O)(=O)NCc3ccc(F)cc3)ccc21 | -1.3% | -0.6% | 2% | -32% | 0.0% | 1 | -1.1 | 33 | 8% | i
COc1cc(OC)c2cc[nH]c2c1 | 2.3% | -1.3% | -1% | -30% | -0.2% | 1.1 | -1.5 | 73 | -35% | i
COc1cc(/C=N/Nc2nc(Nc3ccc(C)cc3)nc(-n3nc(C)cc3C)n2)cc(OC)c1OC | -0.9% | -2.4% | 15% | -9% | -0.1% | 1.1 | 11 | 81 | 7% | i
CCN(CC)S(=O)(=O)c1cccc(C(=O)N[C@@H](C)c2nc3ccccc3[nH]2)c1 | -7.8% | 0.0% | 12% | 1% | -0.3% | 1 | 4.3 | 64 | -21% | i
CCOC(=O)Cn1cnc2c(sc3nc(C)cc(C)c32)c1=O | 1.8% | x | -41% | -14% | -0.2% | x | 2.5 | 71 | 2% | i
Cc1ccn2cc(CCNC(=O)CC(C)(C)C)nc2c1 | -3.0% | -1.9% | 0% | 14% | 0.0% | 1.1 | 0.2 | 58 | -26% | i
N#CCS(=O)(=O)c1ccccc1 | -3.8% | x | -2% | -8%[20 µM] | -0.1% | x | -0.5 | 88 | -6% | x
CCCCCCOC(=O)c1ccc(OC(=O)c2cccnc2)cc1 | -2.2% | -5.6% | -21% | -7% | 0.0% | 1 | 1.4 | 53 | -35% | i
CC(C)c1cc(CNC(=O)CCc2nnc(CCCc3ccccc3)o2)on1 | x | 0.9% | -41% | -11%[20 µM] | -0.1% | 1.1 | -1.7 | 75 | -59% | i
O=S(=O)(c1cc(Cl)ccc1Cl)N1CC2CCCN2c2ccc(C(F)(F)F)cc21 (configuration not stated) | -2.4% | 2.9% | 12% | -3% | 0.1% | 1 | -0.6 | 83 | 9% | i
COc1ccccc1CNC(=O)CN1C(=O)COc2ccc(S(=O)(=O)NC3CCCC3)cc21 | -0.1% | x | 13% | -34% | -0.2% | x | 1.4 | 61 | -28% | x
Cc1c(CN2CCC(CO)(Cc3cccc(C(F)(F)F)c3)CC2)c2ccccc2n1C | 3.1% | -4.7% | 5% | -31% | 0.3% | 1 | 3.5 | 94 | -22% | i
Cc1ccc2c(c1)C1CN(C)CCC1N2C(=O)COc1ccc(N(C)C(=O)C(C)(C)C)cc1 (configuration not stated) | x | 0.0% | 22% | x | 0.5% | 1.1 | 0.1 | 57 | -24% | i
CCOc1ccc(NC(=S)N(C)C)cc1 | 3.2% | x | -2% | 16% | -0.1% | x | -0.7 | 60 | -10% | i
CCOC(=O)c1ccccc1NC(=O)[C@@H]1CCCN1C(=O)OC(C)(C)C | 2.0% | x | 9% | -2% | -0.2% | x | 1.5 | 82 | -1% | x
CC(C)Cc1nnc(NS(C)(=O)=O)s1 | 0.7% | 2.7% | 21% | -1% | -0.1% | 1.1 | 2.0 | 50 | 5% | i
O=C(COc1ccccc1)Nc1ccc(Cl)cn1 | x | -0.2% | -61% | -33%[20 µM] | 0.2% | 1.1 | 0.0 | 38 | -48% | i
O=C(CCS(=O)(=O)c1ccccc1)NCc1ccccc1 | 9.3% | x | 5% | -20% | -0.1% | x | 2.5 | 54 | -15% | x
CCc1ccc(CN2CCC(C(=O)Nc3ccc(-n4nc(C)cc4C)cc3)CC2)o1 | 2.1% | x | 13% | -24% | -0.1% | x | 0.3 | 61 | 1% | x
Going on with the list.
SMILES | KOR beta-arrestin-1 | CSM14.1 death rescue | NOD2 inhibition | KOR beta-arrestin-2 | GPR55 activation | TNAP activators | NTR1 ag | NTR1 ag cell count 20 µM | NOD1 NF-kB reporter | Yfh1-off respiration
CSc1ccccc1C(=O)Nc1ccc(C)cc1C | -4.6% | 2.7% | -4% | 3%[20 µM] | 0.2% | 1.1 | -0.6 | 84 | -18% | i
COc1ccc(NC(C)=O)cc1NC(=O)CSc1nc2ncccc2[nH]1 | -1.8% | 1.2% | 12% | 0% | 0.0% | 0.9 | 2.5 | 63 | 7% | i
COc1ccc2oc(C(=O)OCC(=O)NC(C)c3ccccc3)c(C)c2c1 (configuration not stated) | 10% | x | 8% | -26% | -0.1% | x | 2.4 | 64 | -9% | x
COc1ccccc1C1CCN(Cc2ccccc2)CC1 | -4.0% | x | -31% | 18% | 0.0% | x | -1.9 | 97 | -8% | x
CCOc1ccc(N2C(=O)c3ccc(C(=O)OCc4c(C)noc4C)cc3C2=O)cc1 | 6.1% | -1.7% | 2% | -44% | -0.3% | 1.1 | 0.3 | 80 | 3% | i
CSCCC(NC(=O)c1cccc(S(=O)(=O)N2CCOCC2)c1)C(=O)Nc1ccc(F)cc1 (configuration not stated) | 3.3% | -2.9% | 6% | 30% | -0.2% | 1.1 | 1.1 | 35 | -28% | i
O=C(c1ccc(Cl)cc1)c1cc(-c2ccccn2)c(N2CCOCC2)s1 | -0.9% | 2.0% | 22% | 5% | -0.1% | 0.9 | 2.0 | 70 | 29% | i
CC(C)c1ccc(OCC(=O)NN2C(=O)c3ccccc3C2=O)c(Br)c1 | -0.2% | x | 2% | -9%[20 µM] | -0.2% | x | 1.4 | 69 | -20% | x
CC1Cc2cc(S(=O)(=O)CCC(=O)NCc3ccco3)ccc2N1C(=O)C1CC1 (configuration not stated) | 7.4% | x | -10% | -21% | -0.1% | x | -1.0 | 56 | -17% | x
CC(=O)c1cccc(NS(=O)(=O)N(C)C)c1 | -2.6% | -0.4% | 7% | 2% | 0.2% | 1.1 | -0.8 | 57 | -3% | i
O=C(COC(=O)/C=C/c1ccc(C(F)(F)F)cc1)NCCC1=CCCCC1 | -3.6% | x | -3% | 13% | -0.1% | x | -0.4 | 35 | -10% | x
CCN(C(=O)COC(=O)C1CCN(S(=O)(=O)c2cccs2)CC1)c1ccccc1 | -2.1% | -0.6% | -11% | 2% | 0.1% | 1.1 | -0.3 | 85 | -35% | i
CCOc1cc(/C=N/Nc2nnc(C)n2N)ccc1OC(C)=O | 0.1% | x | -21% | -1% | -0.2% | x | 1.7 | 100 | -16% | x
CC(=O)c1cccc(N(C(=O)CNC(=O)c2ccco2)C(C(=O)NCC2CCCO2)c2ccccc2)c1 (configuration not stated) | -4.4% | x | -5% | -34% | -0.2% | x | 2.3 | 56 | -27% | x
COc1ccc(-n2nc(C(=O)NCC(=O)NCCN(C)C)c3ccccc3c2=O)cc1 | -2.9% | x | 12% | 0% | 0.4% | x | 0.1 | 45 | 4% | x
CC(C)(NO)/C(=N/O)c1cccs1 | 0.1% | -1.4% | 13% | -5% | -0.2% | 1.1 | -1.4 | 45 | 12% | i
COc1ccc2nc(N/C(N)=N/S(C)(=O)=O)nc(C)c2c1 | -2.3% | x | -2% | 6% | 0.4% | x | -0.5 | 47 | -7% | i
O=C(N/N=C/c1ccncc1)c1nc2ccccc2c(=O)[nH]1 | 3.9% | x | -20% | -24% | -0.2% | x | 2.1 | 62 | -12% | i
CC(=O)c1cccc(NC(=S)NC2CC2)c1 | 3.2% | -3.7% | 3% | 24% | 0.7% | 1.9 | 0.4 | 52 | -9% | i
CCC1C(=O)N=C(SCC(=O)NC2CCCCC2)NC1=O (configuration not stated) | 0.2% | -1.2% | 3% | 25%[20 µM] | -0.1% | 1 | -0.4 | 82 | -29% | i
N#CCC(=O)Nc1ccc(C(=O)NCCC(c2ccccc2)c2ccccc2)cc1 | 3.3% | x | 10% | -24% | -0.2% | x | 4.9 | 47 | 0% | x
O=S(=O)(Nc1cccc(C(F)(F)F)c1)c1cccnc1 | -2.3% | -1.7% | -8% | 6% | -0.1% | 1.1 | 0.6 | 15 | -34% | i
COc1ccccc1CNC(=O)CNC(=O)c1sc2ccccc2c1Cl | 4.8% | x | 16% | 4% | -0.1% | x | 0.9 | 77 | -13% | x
Cc1ccc(-c2csc(NC(=O)CCNC(=O)c3ccccc3Cl)n2)cc1 | -3.0% | -3.7% | 28% | -2% | 0.0% | 1 | 3.1 | 91 | 22% | i
Cc1c(C(=O)N2CCN(Cc3ccccc3)CC2)sc2ncnc(N3CCOCC3)c12 | 1.8% | -0.3% | -4% | -22% | -0.2% | 1 | -0.2 | 58 | -2% | i
CC1CCc2c(C(=O)Nc3cccc(-c4nn[nH]n4)c3)csc2C1 (configuration not stated) | 1.3% | x | -65% | -4% | -0.1% | x | 3.4 | 79 | -43% | x
Cc1ccc(C)c(NC(=O)CN(C)C(=O)CCN2C(=O)c3ccccc3C2=O)c1 | -0.1% | -1.8% | 18% | 1% | 0.2% | 1.1 | -0.1 | 58 | -17% | i
O=C(Nc1ccon1)c1ccc(S(=O)(=O)N2CCCCCC2)cc1 | -1.9% | -2.0% | -17% | 39% | -0.2% | 1.1 | 0.1 | 42 | x | i
